Screening data: PubChem BioAssay, several laboratories
Rv3671c protease: inhibitors of M. tuberculosis serine protease Rv3671c; P9WHR9; inhibition, % at 5.96 µM; 320,000 tested, 0.048% active; AID 2606; in the data active = inhibition above about 38%;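 also: extracellular domain of Rv3671c used as enzyme; 0% = enzyme with DMSO and 100% = no enzyme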
Target sequence (P9WHR9 whole entry, looked up, the tested form may be a part): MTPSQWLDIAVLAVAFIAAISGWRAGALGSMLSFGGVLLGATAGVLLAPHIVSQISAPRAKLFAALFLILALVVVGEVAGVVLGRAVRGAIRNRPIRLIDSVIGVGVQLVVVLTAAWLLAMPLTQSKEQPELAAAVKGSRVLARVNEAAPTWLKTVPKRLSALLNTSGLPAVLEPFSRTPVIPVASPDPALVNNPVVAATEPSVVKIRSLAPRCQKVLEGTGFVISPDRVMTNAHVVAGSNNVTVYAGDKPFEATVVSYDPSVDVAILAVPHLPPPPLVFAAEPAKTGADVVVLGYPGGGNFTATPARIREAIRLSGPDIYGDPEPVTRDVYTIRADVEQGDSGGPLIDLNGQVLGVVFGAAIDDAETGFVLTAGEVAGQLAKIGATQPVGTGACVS
TcdB inh: TcdB glycohydrolase inhibition; 350,000 tested, 0.24% active; TcdB glycohydrolase enzymatic assay, plate reader; AID 652162; inhibition, % at 9.99 µM; in the data active = inhibition above about 10%
BH1578 lux ind: induces V. cholerae light production without autoinducers | V. cholerae BH1578 lux reporter, luminescence, 6 h | activation, % at 18.7 µM | 350,000 tested, 0.16% active | AID 588436; in the data active = activation mostly above about 9.7%, no sharp cut-off; also: not every result past the cut was called active; inactives centre near 0; reference of the scale not given here
VHR inh abs: blocks human VHR1 dual specificity phosphatase. P51452. inhibition, % at 13.3 µM. recombinant VHR phosphatase, pNPP absorbance. 290,000 tested, 0.52% active. AID 1654; in the data active = inhibition above about 50%; also: some compounds called inactive have numbers as strong as hits
Target sequence (P51452 whole entry, looked up): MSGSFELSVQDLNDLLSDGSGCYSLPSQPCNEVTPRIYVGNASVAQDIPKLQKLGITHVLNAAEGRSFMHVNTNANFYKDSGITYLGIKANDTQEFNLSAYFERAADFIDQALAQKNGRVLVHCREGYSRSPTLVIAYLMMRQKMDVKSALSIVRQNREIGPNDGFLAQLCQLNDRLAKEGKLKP
PriA SSB inh: inhibitors of Klebsiella pneumoniae PriA binding to SSB C-terminal tail; 430,000 tested, 0.6% active; AID 1272365; inhibition, % at 33 µM; AlphaScreen SSBct-PriA binding, biotinylated peptide; in the data active = inhibition mostly above about 37%, no sharp cut-off; inactive = mostly below about 20%;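 also: plate controls were negative control peptide for no effect and reference peptide for full effect; strong numbers were not always called active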
MazEF act: activators of E. coli MazEF toxin-antitoxin RNase. P0AE70. FAM/BHQ RNA-DNA oligo cleavage fluorescence, 5 h. activation, % at 20 µM. 350,000 tested, 0.32% active. AID 504720; in the data active = activation above about 50%
Target sequence (P0AE70 whole entry, looked up): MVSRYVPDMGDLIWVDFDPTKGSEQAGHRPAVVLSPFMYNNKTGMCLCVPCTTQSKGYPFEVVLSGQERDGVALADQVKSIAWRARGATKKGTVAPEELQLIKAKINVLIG
PfHsp40 yeast: rescue of PfHsp40-mediated yeast toxicity; S. cerevisiae expressing PfHsp40, growth rescue, ATP luminescence; 340,000 tested, 0.68% active; growth rescue, % at 12.5 µM; in the data active = growth rescue above about 28%, passing the limit was not always enough;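 also: yeast W303a lacking pdr1 and pdr3 grown in galactose medium; growth measured after three days at 30 °C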
Yp Topo-I inh: Y. pestis Topo-I inhibition via cleavage products; 360,000 tested, 0.064% active; activity, % at 10 µM; Y. pestis Topo-I cleavage product accumulation, plate reader; in the data active = activity above about 50%, passing the limit was not always enough; also: inactives centre near 2
Anthrax LF prot: blocks Bacillus anthracis lethal factor protease; multiplex microsphere protease cleavage assay, LF; inhibition, % at 10 µM; 360,000 tested, 0.12% active; in the data active = inhibition above about 30%; also: plate controls were buffer without enzyme for full effect and enzyme alone for no effect
SARS 3CLpro inh: SARS-CoV 3CLpro protease inhibition; P0C6X7; recombinant SARS-CoV 3CLpro, quenched FRET peptide cleavage; inhibition, % at 6 µM; 290,000 tested, 0.14% active; in the data active = inhibition above about 12%
Numbers without * were called inactive; i = inactive; . = not tested or not shown; & = joins results of further samples. This is a subset; count on the stated rates, not on these rows.

compound	Anthrax LF prot	Rv3671c protease	SARS 3CLpro inh	VHR inh abs	TcdB inh	MazEF act	BH1578 lux ind	PfHsp40 yeast	PriA SSB inh	Yp Topo-I inh
CCN(CC)C(=O)c1nc[nH]c1C(=O)N1CCC(C)CC1	1	-1	.	.	1.6	5	1.5	1.7	-6	-7
O=C(CNC(=O)c1ccccc1)Nc1cccc(C(F)(F)F)c1	-2	-11	-1	5	.	3	-0.1	-0.5	-9	-3
COc1ccc(-c2cnc3c(NC(C)=O)cc(-c4cccc(NS(C)(=O)=O)c4)cn23)cc1OC	-2	.	.	.	1.8	.	-4.0	.	.	9
COc1cc(S(=O)(=O)N2CCN(c3ccccc3)CC2)ccc1F	-1	6	1	4	2.2	-5	i	-1.1	-3	13
CCN1CCCC1CNC(=O)CN1C(=O)COc2ccc(C)cc21 (centres undefined)	5	-15	0	15	-0.2	3	-0.2	0.1	-6	-5
C[C@@H](C(=O)NCc1ccccc1)N1C(=O)C2CC=CCC2C1=O (some centres undefined)	-1	-10	-1	-6	.	0	25*	-0.9	-11	1
CN(c1ccc([N+](=O)[O-])cc1C(N)=O)C1CCCCC1	-9	0	-1	43	0.7	4	i	0.6	-15	-2
CN(Cc1ccccc1)CC(O)COc1ccc(CNCc2cc3ccccc3s2)cc1 (centres undefined)	-6	-7	-3	56*	0.4	-7	i	1.3	21	2
COc1ccc(N(C(=O)c2snc(C(N)=O)c2N)C(C(=O)NCc2ccccc2)c2ccc(O)cc2)cc1 (centres undefined)	-9	.	3	21	-1.1	6	-5.6	4.1	-4	1
NC12CN3CN(CN(C3)C1)C2 (tested in a mixture with another compound)	0	-1	-1	25	1.1	-3	i	2.7	.	3
O=C(Nc1ccc(NC(=O)c2ccccc2F)cn1)c1ccco1	-4	-1	-1	-4	1.0	5	-0.2	-0.9	0	-3
COC(=O)C1=NN(C(=O)c2cccc(Br)c2)C(O)(c2ccc(Cl)cc2)C1 (centres undefined)	-2	16	6	-1	0.9	-10	i	494*	2	17
NS(=O)(=O)c1ccc2nc(NC(=O)C3CCCO3)sc2c1 (centres undefined)	-3	3	-8	-11	0.0	6	-0.2	-0.5	-7	3
COc1ccc(C(=O)NCC(c2ccc3c(c2)OCO3)N2CCN(c3ccc(OC)cc3)CC2)cc1 (centres undefined)	.	-8	.	.	1.9	1	-0.4	0.4	-5	6
COc1ccccc1-c1nnc(SCC(=O)NCc2ccco2)n1N	-4	-3	0	18	1.9	7	-0.3	-0.6	-3	4
COc1ccc(CNC(=O)CCC(=O)Nc2nnc(CC(C)C)s2)cc1	2	1	5	-4	1.5	3	i	0.2	-5	-1
O=C(NCc1ccc(F)cc1)Nc1nnc([C@H]2C[C@H](O)[C@@H](CO)O2)s1	6	.	.	.	-0.6	.	i	.	.	6
O=C(c1ccc(CS(=O)(=O)Cc2ccccc2)cc1)N1CCCCC1	2	4	-5	40	0.8	1	0.0	0.2	2	3
Cc1sc2ncn(CC(=O)NCc3ccccn3)c(=O)c2c1S(=O)(=O)N1CCOCC1	0	6	-1	26	.	6	i	1.6	-9	-6
COc1cc(/C=C/c2ccc3c([N+](=O)[O-])cccc3n2)ccc1OCC(=O)O	-3	4	1	15	0.5	-30	-0.5	-0.1	3	3
O=C(NCc1ccccc1CN1CCCC1)c1ccc(S(=O)(=O)Nc2ccccc2)cc1	-5	.	.	.	-1.4	5	-0.3	.	.	1
O=C(NCCCN1CCOCC1)c1ccc2c(c1)N(Cc1cccc(F)c1)C(=O)c1ccccc1S2	-1	-19	9	-14	1.2	-19	-0.3	-0.7	-9	7
CCOc1ccccc1NC1=C(Cl)C(=O)N(c2ccccc2)C1=O	-2	6	-2	-4	.	4	-0.4	-0.5	-12	11
CC(C)OC(=O)/C(C#N)=C/c1cn(Cc2ccccc2)c2ccccc12	-1	-42	-4	7	-0.1	-11	-0.3	-0.4	-26	23
Cc1cc(Cl)ccc1OCC(=O)NCCOc1nc(N2CCOCC2)nc(N2CCOCC2)n1	1	8	0	17	.	6	i	0.8	-7	-1
O=C(Oc1ccccc1C(=S)N1CCOCC1)c1cccc([N+](=O)[O-])c1	0	1	1	14	1.6	4	-0.3	1.0	9	4
Cc1ccc(C)c(OCc2cc(C(=O)NC(C)c3cnn(C)c3)no2)c1 (centres undefined)	0	3	2	12	1.5	4	-0.3	-0.2	-8	29
CC(C)NS(=O)(=O)c1ccc(OCC(N)=O)c(Cl)c1	0	5	1	4	.	0	i	-0.7	4	1
Cc1cc(NCCNC2=CC(=O)CCC2)nc2ccccc12	-2	1	0	13	.	3	.	1.1	-13	14
Cc1ccc(OCc2nc(C#N)c(NCc3ccc4c(c3)OCO4)o2)cc1	-2	-2	8	4	.	-2	-0.3	18	37	39
CCC(=O)NC(C)c1nc2ccccc2n1C (centres undefined)	-4	-4	-2	16	.	-3	-0.3	-0.6	-10	-4
CCCn1c(N)c(N(CCOC)C(=O)CSc2cc(C)c3cccc(C)c3n2)c(=O)[nH]c1=O	-3	-1	.	.	0.6	6	i	-0.5	-8	-2
CC(C)CC(=O)NC(=S)Nc1ccccc1C(=O)Nc1ccccc1	12	5	2	7	.	6	i	-1.3	1	5
O=C(CC1CC2CCC1C2)OCC(=O)c1c[nH]c2ccccc12 (centres undefined)	0	-1	-1	14	.	-4	0.8	16	-11	-1
COc1ccc(C(CC(=O)Nc2ncccc2C)N2Cc3ccccc3C2=O)cc1OC (centres undefined)	2	10	2	-24	0.6	6	i	-1.9	-10	4
O=C(CCCn1c(=O)c2ccccc2n(CC(=O)N2CCN(c3ccccc3)CC2)c1=O)NCc1ccco1	-5	4	-4	3	1.9	1	i	-1.2	-8	-4
COc1ccccc1NC(=S)NCC1CCCO1 (centres undefined)	0	-1	-3	1	0.9	0	0.8	0.7	-5	-1
CS(=O)(=O)N(CC(=O)NCCSCc1ccccc1)c1ccc2c(c1)OCO2	2	2	1	8	0.0	-19	-0.2	-2.0	-2	21
COc1ccc(C)cc1NCc1ccc([N+](=O)[O-])cc1	-9	7	-8	-28	-1.8	-2	0.7	1.1	40*	0
CCCCOc1ccc(C(=O)NCCCC(=O)N2CCCCC2)cc1	-7	-2	-1	-3	.	-10	-2.0	1.1	-1	1
COc1ccc(S(=O)(=O)N2CCN(c3nc(C)cc(C)n3)CC2)cc1	5	3	-4	.	0.7	-6	i	1.0	-6	17
COc1ccccc1CCC(=O)OCC(=O)Nc1cccc(S(=O)(=O)N2CCOCC2)c1	0	-3	.	.	0.3	-1	i	1.4	-10	27
Cc1ccc(C)c(S(=O)(=O)N2CCCOC2CNC(=O)C(=O)NCc2ccccn2)c1 (centres undefined)	-4	-2	0	-6	0.9	0	-0.1	0.7	-11&6	-9
CC(c1nnc(SCC(=O)N(C)C2CCS(=O)(=O)C2)n1-c1ccccc1)N(C)C (centres undefined)	3	1	.	.	0.2	7	-0.6	-0.2	-4	1
C=CCc1c(C)nc2c(C(=O)O)cnn2c1C	1	-3	-3	3	0.8	5	i	-0.5	-7&-9	5
CSc1cccc(NS(=O)(=O)c2cccs2)c1	-2	-8	1	10	.	-4	1.5	1.2	-2	1
Cc1cc(N)n2nc(-c3ccccc3)c(-c3ccccc3)c2n1	-2	7	0	35	.	10	-0.3	10	1	-6
Cc1cc(OCC(=O)N2C[C@H]3C[C@@H](C2)c2cccc(=O)n2C3)c2c(C)cc(=O)oc2c1	2	-3	2	21	1.5	0	-0.3	0.1	.	6
CCN(CC)C(=O)CSc1nsc(SCC(=O)N(CC)CC)c1C#N	-1	-6	-4	2	0.3	11	-0.7	1.1	7	0
O=c1c2[nH]c3cccc(Cl)c3c2ncn1Cc1ccncc1	-2	-7	-8	36	.	9	-2.2	-0.5	-4	0

Next section
compound	Anthrax LF prot	Rv3671c protease	SARS 3CLpro inh	VHR inh abs	TcdB inh	MazEF act	BH1578 lux ind	PfHsp40 yeast	PriA SSB inh	Yp Topo-I inh
CCOCCCn1c(=S)[nH]c2cc(C(=O)N3CCOCC3)ccc2c1=O	1	-6	1	5	.	1	-1.9	0.0	-4	8
COCC(C)n1c(C)cc(C(=O)COC(=O)CN=C2NS(=O)(=O)c3ccccc32)c1C (centres undefined)	-3	-6	7	-2	0.5	10	-0.4	-0.4	6	-3
O=C(NCc1cccs1)C1CC(=O)N(C2CCCC2)C1 (centres undefined)	0	-4	-6	10	-3.9	0	-0.5	0.0	1	-6
CC1CCCCC1NC(=O)COc1ccc(-n2cnnn2)cc1 (centres undefined)	-1	-2	-5	13	.	5	0.4	-1.7	-6	-5
O=[N+]([O-])c1cncc([N+](=O)[O-])c1Nc1cccc(O)c1	5	5	2	1	0.8	13	-0.6	-1.7	5	3
Cc1nn(CCCC(=O)NC2CCC(C)CC2)c(=O)c2nn(-c3ccccc3)c(C)c12 (centres undefined)	-2	-4	-1	6	-1.6	-34	0.0	0.0	-5	10
O=C(c1cc(=O)[nH]c2ccccc12)N1CCN(c2ccccc2)CC1	0	5	32*	-15	0.0	5	-0.4	-0.9	10	1
Cc1nc(N2CCN(C)CC2)[nH]c(=O)c1Cc1cccc2ccccc12	6	0	3	22	.	-2	-0.3	-0.1	4	0
O=C(Cc1ccccc1)NN=Cc1ccccc1	4	.	.	.	0.3	6	i	-1.5	6	5
COc1ccc(CCNC(=O)c2cc(S(=O)(=O)N(C)C)ccc2N2CCCC2)cc1	-5	-2	1	38	-0.4	-11	i	-0.6	-9	-5
CCC(=O)c1ccc(N2CCN(C(=O)c3cccc(F)c3)CC2)c(F)c1	3	-5	0	31	-0.1	-18	-0.7	-0.4	-23	6
COc1cc2cnc(-c3ccccc3)c(-c3ccc([N+](=O)[O-])cc3)c2cc1OC	1	-3	.	.	0.3	0	i	-0.7	5	-4
COc1ccc(-c2oc3ccc(-c4ccc(OC)nc4)cc3c2C#CC2(O)CCCCC2)cc1	1	-56	-4	32	-0.7	-6	-0.9	-0.6	1	-9
CCn1c(SCc2ccc(OC)cc2)nnc1-c1ccncc1	-2	2	-1	27	0.0	9	-3.0	-1.7	-11	10
COC(=O)C1=CO[C@@H](O[C@@H]2O[C@H](CO)[C@@H](O)[C@H](O)[C@H]2O)C2C1CC(O)O[C@H]2C (some centres undefined)	-1	4	.	.	-0.7	4	-0.2	0.1	-10	-8
COC(C[C@@H]1O[C@H]1[C@H](O)COCc1ccccc1)OC	-4	.	.	11	-4.4	5	i	-2.3	-2	-8
O=C(Nc1nc(-c2cccs2)c(C(=O)C(F)(F)F)s1)c1ccco1	-6	1	2	20	0.9	7	1.5	0.3	-8	0

Record cards (already shown):
Profile of COc1ccc(CCNC(=O)c2cc(S(=O)(=O)N(C)C)ccc2N2CCCC2)cc1 = Anthrax LF prot: -5; Rv3671c protease: -2; SARS 3CLpro inh: 1; VHR inh abs: 38; TcdB inh: -0.4; MazEF act: -11; BH1578 lux ind: i; PfHsp40 yeast: -0.6; PriA SSB inh: -9; Yp Topo-I inh: -5
Profile of COc1cc2cnc(-c3ccccc3)c(-c3ccc([N+](=O)[O-])cc3)c2cc1OC = Anthrax LF prot: 1; Rv3671c protease: -3; SARS 3CLpro inh: .; VHR inh abs: .; TcdB inh: 0.3; MazEF act: 0; BH1578 lux ind: i; PfHsp40 yeast: -0.7; PriA SSB inh: 5; Yp Topo-I inh: -4
Profile of CCC(=O)c1ccc(N2CCN(C(=O)c3cccc(F)c3)CC2)c(F)c1 = Anthrax LF prot: 3; Rv3671c protease: -5; SARS 3CLpro inh: 0; VHR inh abs: 31; TcdB inh: -0.1; MazEF act: -18; BH1578 lux ind: -0.7; PfHsp40 yeast: -0.4; PriA SSB inh: -23; Yp Topo-I inh: 6
